# Screening data (PubChem)
# FBA Mtb inh = Mtb fructose-bisphosphate aldolase inhibition; inhibition, % at 1 µM; purified M. tuberculosis FBA, fluorescence read-out; P9WQA3; 2.3% of 360,000 active; AID 588726; in the data active = inhibition above about 27%;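 also: 0% = vehicle and 100% = reference inhibitor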
# DUSP3 inh = blocks human VHR1 dual specificity phosphatase. recombinant VHR phosphatase, pNPP absorbance. 0.52% of 290,000 active. inhibition, % at 13.3 µM. P51452. AID 1654; in the data active = inhibition above about 50%; also: some compounds called inactive have numbers as strong as hits
# BoNT F protease = BoNT F light chain protease inhibition. Multiplex microsphere protease cleavage assay, flow cytometry. inhibition, % at 10 µM. 0.22% of 360,000 active; in the data active = inhibition above about 35%, passing the limit was not always enough; inconclusive = no clear call, values can overlap the other calls; also: plate controls were buffer without enzyme for full effect and enzyme alone for no effect
# GDH-TPI counter = GDH-TPI coupled enzyme inhibition counter-screen; GDH-TPI coupled enzyme counterscreen, NADH absorbance; inhibition, % at 4.8 µM; 1.2% of 360,000 active; AID 588335;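 also: 0% = DMSO wells and 100% = wells lacking the enzyme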
# Rv3671c protease = inhibits the M. tuberculosis serine protease Rv3671c; inhibition, % at 5.96 µM; P9WHR9; AID 2606; 0.048% of 320,000 active; in the data active = inhibition above about 38%;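 also: extracellular domain of Rv3671c used as enzyme; 0% = enzyme with DMSO and 100% = no enzyme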
# Target sequence (P9WHR9 whole entry, looked up, the tested form may be a part): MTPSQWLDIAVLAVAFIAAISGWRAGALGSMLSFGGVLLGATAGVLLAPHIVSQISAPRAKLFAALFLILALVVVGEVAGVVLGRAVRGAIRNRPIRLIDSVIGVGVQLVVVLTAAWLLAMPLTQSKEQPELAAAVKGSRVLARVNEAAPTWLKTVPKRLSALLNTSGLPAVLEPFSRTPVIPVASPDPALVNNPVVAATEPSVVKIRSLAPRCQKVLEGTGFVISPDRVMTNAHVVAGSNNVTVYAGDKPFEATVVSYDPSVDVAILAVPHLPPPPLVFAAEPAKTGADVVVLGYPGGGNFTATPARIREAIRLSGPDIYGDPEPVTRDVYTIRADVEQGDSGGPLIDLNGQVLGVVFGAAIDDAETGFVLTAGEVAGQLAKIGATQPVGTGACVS
# MazF activator = MazEF (E. coli) toxin RNase activation; activation, % at 20 µM; FAM/BHQ RNA-DNA oligo cleavage fluorescence, 5 h; 0.32% of 350,000 active; AID 504720; P0AE70; in the data active = activation above about 50%
# Target sequence (P0AE70 whole entry, looked up): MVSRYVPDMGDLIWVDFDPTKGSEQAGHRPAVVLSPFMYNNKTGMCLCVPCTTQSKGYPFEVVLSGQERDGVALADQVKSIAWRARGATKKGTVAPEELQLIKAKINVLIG
# CCHFV vOTU inh = blocks the CCHF virus ovarian tumor domain protease | 0.55% of 370,000 active | CCHFV vOTU protease, Pep-AMC fluorescence | inhibition, % at 11.5 µM | AID 651958; also: 0% = vehicle wells with enzyme and 100% = no enzyme wells
# BioA inh = blocks M. tuberculosis BioA enzyme activity | purified M. tuberculosis BioA enzyme, plate reader | inhibition, % at 9.99 µM | 0.096% of 360,000 active; in the data active = inhibition above about 40%; inconclusive = no clear call, values can overlap the other calls
# Mtb UGM inh = Mtb UDP-galactopyranose mutase inhibition. P9WIQ1. purified UGM, fluorescence polarization probe displacement. inhibition, % at 10 µM. 0.06% of 320,000 active. AID 504406; in the data active = inhibition above about 10%, passing the limit was not always enough; inconclusive = no clear call, values can overlap the other calls
# Target sequence (P9WIQ1 whole entry, looked up): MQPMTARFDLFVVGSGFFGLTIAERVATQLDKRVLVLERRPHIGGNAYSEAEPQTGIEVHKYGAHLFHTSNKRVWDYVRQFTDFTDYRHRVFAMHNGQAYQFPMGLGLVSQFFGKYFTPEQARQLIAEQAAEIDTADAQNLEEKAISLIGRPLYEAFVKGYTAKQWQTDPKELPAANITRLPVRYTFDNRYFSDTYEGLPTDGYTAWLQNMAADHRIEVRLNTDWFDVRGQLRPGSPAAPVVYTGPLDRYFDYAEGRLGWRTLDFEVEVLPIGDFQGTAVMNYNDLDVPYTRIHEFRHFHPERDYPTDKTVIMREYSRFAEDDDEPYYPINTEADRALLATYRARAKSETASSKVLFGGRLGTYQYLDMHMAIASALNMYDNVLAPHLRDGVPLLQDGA
# FadD28 binding = M. tuberculosis FadD28 bisubstrate binding inhibition | inhibition, % at 12.5 µM | 0.22% of 360,000 active | FadD28 bisubstrate probe binding, fluorescence polarization; in the data active = inhibition above about 8.5%, passing the limit was not always enough; inconclusive = no clear call, values can overlap the other calls
# Starred values were filed as active, the others as inactive; ? = inconclusive; · = no result given; + = active, no number; & = joins results of further samples. Rule as the data show it, unless noted: active = inhibition above about 30%; inactive = the rest.
cpd	mol	FBA Mtb inh	DUSP3 inh	BoNT F protease	GDH-TPI counter	Rv3671c protease	MazF activator	CCHFV vOTU inh	BioA inh	Mtb UGM inh	FadD28 binding
1	Nc1nc(-c2ccc([N+](=O)[O-])cc2)c(C(=O)Nc2ccc(Cl)cc2)s1	2	17	-6	12	-7	1	9	-1.0	-0.3	-1.6
2	O=C(CN(C(=O)c1ccccc1Cl)N1C(=O)C2C3C=CC(C3)C2C1=O)c1cccs1 (stereo not drawn)	-2	17	2	18	-13	1	5	·	0.7	-2.4
3	COc1cc(CN2CCN(c3ccccc3C)CC2)cc([N+](=O)[O-])c1O	-7	-8	0	4	-12	-2	12	1.4	0.0	-3.4
4	COc1cccc(CN(C(=O)c2cnccn2)C(C(=O)NC2CCCCC2)c2cc(OC)c(OC)c(OC)c2)c1 (stereo not drawn)	3	26	6	-1	7	3	12	-0.8	-2.2	-0.5
5	O=C(COn1nnc2ccc(Cl)cc21)Nc1ccc(F)cc1	0	0	2	6	-1	-1	1	-4.5	-3.7	0.7
6	O=C(NNC(=S)Nc1ccc(F)cc1)C1CC1c1ccc(Cl)cc1 (stereo not drawn)	1	8	-4	4	15	2	-11	·	1.0	-5.4
7	Cc1ccc([C@H]2C[C@H](O)[C@@H](n3cc(COC(=O)c4ccccc4)nn3)CN2Cc2cccs2)cc1	-1	·	-5	-7	·	-3	6	-1.9	·	-3.9
8	c1ccc(-c2nnc(-c3ccccc3)c(-c3c[nH]c4ccccc34)n2)cc1	3	6	9	-2	-5	1	4	-0.9	-1.0	-2.3
9	COc1ccc2[nH]c(=O)c(CN(CCO)C(=O)NCc3ccccc3)cc2c1	18	4	-16	15	-1	1	-15	-0.4	1.1	-1.3
10	CSc1ncc(Cl)c(C(=O)Nc2nnc(SC)s2)n1	2	6	10	6	0	0	12	-1.6	0.4	-0.5
11	CC1CC(C#N)N(N(C)C)C1=C(C#N)C#N (stereo not drawn)	1	5	3	-5	-3	6	-2	·	-1.7	0.1
12	Cc1[nH]c(=O)nc(SCc2ccc(Cl)c(Cl)c2)c1C#N	0	1	4	1	0	-2	-1	-0.4	1.7	-15
13	Cc1nn(-c2ccccc2)c2c1C(c1ccc(Br)s1)C(C#N)=C(N)O2 (stereo not drawn)	0	23	0	5	·	5	·	·	·	1.0
14	COc1ccc(NC(=O)NNC(=O)C(C)Oc2ccc3ccccc3c2)cc1OC (stereo not drawn)	4	36	-39	-1	1	4	14	0.5	-0.8	-0.7
15	O=C(N/N=C/c1ccc([N+](=O)[O-])cc1)c1cc(C2CC2)nc2ccccc12	-5	-2	?	33*	-2	3	-4	-2.1	-3.2	-1.9
16	CC(c1ccccc1)n1cc(C(=O)NCCCn2ccnc2)nn1 (stereo not drawn)	-2	31	16	0	-5	-3	1	-2.2	-1.1	0.2
17	CC(C)CCNC(=O)CN(Cc1ccc(F)cc1)C(=O)CCC(=O)Nc1ccccn1	-1	-3	-13	-2	5	-5	-6	-0.8	0.1	0.6
18	CCOC(=O)C1(Cc2cccc(F)c2)CCN(CCCn2cccn2)CC1	2	21	-5	8	1	5	1	·	3.2	-1.8
19	CC(C(=O)NCCC1=CCCCC1)N1C(=O)c2ccccc2C1=O (stereo not drawn)	-4	40	-2	-2	-8	1	11	-0.1	-2.9	-3.2
20	COc1cccc(CNCc2ccccn2)c1OC	3	5	-1	2	12	1	8	-0.4	-2.5	-1.0
21	CCOC(=O)N1CCN(C(=O)c2ccc3c(c2)N(Cc2ccccc2)CCS3)CC1	11	17	-12	5	7	0	-12	0.0	-1.0	2.6
22	Cc1nc(Sc2ccc(Br)cc2)c(C#N)c(C)c1[N+](=O)[O-]	3	18	-12	4	-2	3	-1	1.3	6.2	-2.1
23	O=c1[nH]c(=O)n(C2OC(CO)C(O)C2O)c2c1CCCC2 (stereo not drawn)	-1	·	6	·	·	·	-8	·	·	-2.8
24	Cn1cccc1CC(=O)N/N=C/c1ccc(C(C)(C)C)cc1	-1	-7	?	14	4	-4	-2	·	1.4	2.0
25	Cc1ccc(S(=O)(=O)NCc2ccc(C(=O)N3CCc4ccccc4C3)cc2)cc1	2	-4	-3	-3	-9	-1	5	·	2.5	-0.5
26	Cc1ccccc1OCC(=O)Nc1cc(S(=O)(=O)N2CCCCC2)ccc1N1CCN(C)CC1	-2	26	-2	-1	1	4	-1	·	3.3	-2.2
27	c1cc(CNCCNCc2ccncc2)ccn1	5	·	-8	8	·	10	-14	0.3	·	-1.1
28	Cc1noc(C)c1CSc1nc2cc(S(=O)(=O)N3CCOCC3)ccc2o1	0	-2	2	0	-2	-9	2	4.0	·	-4.4
29	CCN1CCN(Cc2ccc(NC(=O)c3cc(NC(=O)c4cncc(-c5cccs5)c4)cc(OC)c3)cc2C(F)(F)F)CC1	1	13	-43	3	-124	-45&-45	4	-4.3	-2.0	-1.0
30	COc1cc(C)ccc1OCCOCCOc1cc(C)c(C)cc1Br	1	10	-3	0	-7	-10	10	-0.6	0.5	-2.1

# Only FBA Mtb inh, for some of the entries so far:
No. | structure | FBA Mtb inh
17 | CC(C)CCNC(=O)CN(Cc1ccc(F)cc1)C(=O)CCC(=O)Nc1ccccn1 | -1
2 | O=C(CN(C(=O)c1ccccc1Cl)N1C(=O)C2C3C=CC(C3)C2C1=O)c1cccs1 (stereo not drawn) | -2
26 | Cc1ccccc1OCC(=O)Nc1cc(S(=O)(=O)N2CCCCC2)ccc1N1CCN(C)CC1 | -2
28 | Cc1noc(C)c1CSc1nc2cc(S(=O)(=O)N3CCOCC3)ccc2o1 | 0
27 | c1cc(CNCCNCc2ccncc2)ccn1 | 5
3 | COc1cc(CN2CCN(c3ccccc3C)CC2)cc([N+](=O)[O-])c1O | -7
15 | O=C(N/N=C/c1ccc([N+](=O)[O-])cc1)c1cc(C2CC2)nc2ccccc12 | -5

# Complete entries from above.
# CCOC(=O)N1CCN(C(=O)c2ccc3c(c2)N(Cc2ccccc2)CCS3)CC1 is listed with FBA Mtb inh = 11; DUSP3 inh = 17; BoNT F protease = -12; GDH-TPI counter = 5; Rv3671c protease = 7; MazF activator = 0; CCHFV vOTU inh = -12; BioA inh = 0.0; Mtb UGM inh = -1.0; FadD28 binding = 2.6
# COc1cc(CN2CCN(c3ccccc3C)CC2)cc([N+](=O)[O-])c1O is listed with FBA Mtb inh = -7; DUSP3 inh = -8; BoNT F protease = 0; GDH-TPI counter = 4; Rv3671c protease = -12; MazF activator = -2; CCHFV vOTU inh = 12; BioA inh = 1.4; Mtb UGM inh = 0.0; FadD28 binding = -3.4

# (continued)
cpd	mol	FBA Mtb inh	DUSP3 inh	BoNT F protease	GDH-TPI counter	Rv3671c protease	MazF activator	CCHFV vOTU inh	BioA inh	Mtb UGM inh	FadD28 binding
31	CCCN(C(=O)C1CSC2(C)CCC(=O)N12)c1c(N)n(Cc2ccccc2)c(=O)[nH]c1=O (stereo not drawn)	5	·	-6	-2	-5	2	2	·	-0.7	-1.3
32	Cc1ccccc1NC(=O)CN(C)S(=O)(=O)c1cccc2cccnc12	4	21	-21	2	8	4	-1	-1.1	0.9	-0.3
33	COc1cccc(N2CCN(C(=O)c3cc(-c4ccc(F)cc4)[nH]c3C)CC2)c1	-1	-33	-33	-3	·	3	-6	0.2	-1.4	-1.3
34	O=C1NN(c2ccccc2)C(=O)/C1=C/c1ccc(-c2ccc(Cl)c(C(=O)O)c2)o1	-4	6	0	-4	·	-19	-2	·	·	2.4
35	O=C(CS(=O)CC(=O)Nc1cccc2c1CCCC2)Nc1ccc(F)cc1 (stereo not drawn)	-11	-2	1	-1	-9	6	-1	-0.8	1.7	-0.8
36	CCOc1ccccc1N(C)C(=O)CCS(=O)(=O)c1ccc2c(c1)NC(=O)C(C)S2 (stereo not drawn)	1	14	3	2	1	-8	-5	7.8	0.3	-3.7
37	COc1ccccc1N1CCN(S(=O)(=O)CCNC(=O)Cc2ccc(F)cc2)CC1	0	·	4	4	0	-7	-4	-0.8	0.7	-1.6
38	CC(C)C(C(=O)NCc1ccco1)N(C(=O)CNS(=O)(=O)c1ccc(Cl)cc1)C1CCCC1 (stereo not drawn)	-1	26	-10	-5	1	2	16	0.1	-0.1	-3.9
39	CN(C)CC(=O)N1c2ccccc2Sc2ccc(Cl)cc21	0	10	-6	0	-7	4	-7	·	-1.5	-1.5
40	O=C1c2ccccc2C(=O)N1CCC#Cc1ccc2cc(CCCO)oc(=O)c2c1	0	·	-9	5	-9	1	-6	-4.0	-1.9	-1.4
41	CCOc1cc(C(=O)Nc2ccc(S(=O)(=O)Nc3cnc4ccccc4n3)cc2)cc(OCC)c1OCC	9	·	-7	20	-22	5	18	·	-1.6	-2.8
42	O=C(NCc1cccnc1)c1cccc(Cl)c1	1	27	-4	0	3	4	3	2.6	-0.7	-1.0
43	COc1cc(C)c(CN2CCC(n3nccc3NC(=O)C3CCOC3)CC2)cc1C (stereo not drawn)	-3	7	2	5	-2	9	1	0.6	0.1	0.1
44	N=c1c(S(=O)(=O)c2ccc(Br)cc2)cc2c(=O)n3ccccc3nc2n1Cc1ccccc1	1	32	3	6	-3	-30	-3	-1.8	2.1	-2.0
45	C/C(=N\Nc1nc(N2CCOCC2)nc(N2CCOCC2)n1)c1cccc([N+](=O)[O-])c1	1	-6	3	0	-6	-2	-12	·	0.2	-1.8
46	COc1ccc(N=C2SC(CC(=O)Nc3ccccc3)C(=O)N2CCc2ccccn2)cc1 (stereo not drawn)	2	5	12	6	2	7	-7	2.4	1.1	-2.7
47	CCN(C(=O)COC(=O)c1ccc[nH]c1=O)c1cccc2ccccc12	1	·	-1	5	4	6	3	·	-2.0	-4.0
48	O=C(NCc1ccc2c(c1)OCO2)C1CC(=O)N(c2ccc(O)cc2)C1 (stereo not drawn)	5	14	1	1	1	-3	2	2.9	2.1	-2.1
49	O=C(NCc1ccc(Cl)cc1)C1CCCCN1S(=O)(=O)c1ccccc1 (stereo not drawn)	1	2	-2	13	9	1	5	1.5	1.9	·
50	NC(=O)Nc1ccccc1C(=O)NCCc1ccccc1	4	5	-13	4	7	-7	-11	0.5	1.5	-2.5
51	CC(=O)Nc1c(C(=O)O)oc2ccccc12	3	24	4	5	-5	3	-1	-0.3	2.4	-1.1
52	COCCN1CC(C(=O)NCc2ccccc2-n2ccnc2C)CCC1=O (stereo not drawn)	3	-17	-6	5	-2	3	-2	-2.4	0.5	0.0
53	COc1ccc(-n2c(SC(C)C(=O)N3CCOCC3)nc3ccccc3c2=O)cc1 (stereo not drawn)	-1	5	6	-5	12	5	-3	-1.5	-2.8	-0.5
54	Cc1cc(NC(=O)CS(=O)(=O)c2cn(Cc3cccc(Cl)c3)c3ccccc23)no1	2	·	-3	-5	·	·	15	0.0	·	-1.7
55	Cc1cccn2c(=O)c3cc(C#N)c(=NC(=O)c4ccco4)n(Cc4ccco4)c3nc12	+	45	·	9	5	7	-42	1.1	2.1	-1.4
56	O=C(/C=C/c1ccc([N+](=O)[O-])cc1)Oc1ccc(/C=N/NC(=O)c2ccncc2)cc1	-1	1	6	2	-17	0	20	-1.6	5.7	-2.0
57	O=C(NCC12CC3CC(CC(C3)C1)C2)c1nn2c(c1Cl)NC(c1ccco1)CC2C(F)(F)F (stereo not drawn)	-7	-12	4	-1	-8	4	10	-1.6	0.9	-2.4

# Copied from the list.
# GDH-TPI counter result of entry 46 reads 6
# Rv3671c protease result of entry 44 reads -3
# FBA Mtb inh result of entry 54 reads 2
# MazF activator result of entry 37 reads -7
